# Source: PubChem BioAssay (several laboratories)
# SUMO Mot1 rescue: yeast Mot1-301 growth rescue at high temperature, primary screen, SUMOylation pathway inhibitor project, S. cerevisiae, ATP luminescence, 38.5C; AID 2716, 2010; 320,000 tested, 1% active; S. cerevisiae Mot1-301 growth rescue; percent above DMSO median, 100 means doubled; growth rescue, % at 18.8 µM;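 active = every valid replicate shows activation above 250% relative to neutral control wells; inactive = the rest, any valid replicate at or below 250%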;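 note: OY570 slx delta 5 strain wells were the positive control but not used for scaling; some compounds called inactive have numbers as strong as hits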
# phage Ecoli inh: growth loss of phage-infected E. coli, primary screen, RecBCD inhibitor project, absorbance, with phage, HTS. inhibition, % at 11.9 µM. 360,000 tested, 0.26% active. AID 651602, 2012; in the data active = inhibition above about 11%
# MOR-DOR inv ag: inverse agonists of MOR-DOR heterodimerization, primary screen, cell-based, luminescence; Mu-type opioid receptor (Homo sapiens) + Delta-type opioid receptor (Homo sapiens), …; cell-based MOR-DOR heterodimer luminescence, inverse agonism; inhibition, % at 9.3 µM; 340,000 tested, 0.21% active; in the data active = inhibition above about 22%, passing the limit was not always enough;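 note: 0% = cells with DMSO and 100% = wells without cells with DMSO; values of inactives mirror those of a sister screen read the other way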
# Tat export inh: E. coli Tat export inhibitors, primary screen, MC4100, TorA-mCherry reporter, fluorescence, single point | inhibition, % at 10 µM | 340,000 tested, 0.036% active;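 active = mean replicate inhibition at least 50% and at least half of replicates individually reaching 50%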;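 note: exported cargo escapes ClpAP degradation while cytoplasmic cargo is degraded and loses fluorescence; 0% = median of neutral control wells and 100% = median of NaSCN control wells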
# MOR-DOR ag: agonists of OPRM1-OPRD1 heterodimerization, primary screen, cell-based, luminescence | Mu-type opioid receptor (Homo sapiens) + Delta-type opioid receptor (Homo sapiens), … | cells | activation, % at 9.3 µM | 340,000 tested, 0.3% active; in the data active = activation above about 18%;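 note: 0% = vehicle-treated cells and 100% = reference agonist; values of inactives mirror those of a sister screen read the other way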
# PKA-R1A act: activators of PKA-R1A holoenzyme, primary screen, biochemical, fluorescence polarization, Cy5-IP20, bovine R1A, mouse PKAc; 340,000 tested, 0.083% active; cAMP-dependent protein kinase type I-alpha regulatory subunit (Bos taurus) + …; AID 504707, 2011; PKA-R1A dissociation; scaled: DMSO 0%, 113 µM cGMP 100%; activation, % at 11.4 µM;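 active = percent activation above the mean of all tested compounds plus 3 SD, cut at about 19% in these data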;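 note: higher means more PKAc released from R1A so a rise in polarization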
# Arrestin-AP2 inh: inhibitors of beta-arrestin/AP2 binding, primary screen, biochemical, GPCR trafficking, flow cytometry. beta-arrestin 1 C-terminal peptide binding to AP2 beta2-adaptin appendage (human). 340,000 tested, 0.31% active. AID 504490, 2011. inhibition, % at 10 µM. FITC-arrestin peptide / GST-AP2 beads; AP2 beta2 appendage carries R879A mutation;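 active = inhibition above a set limit, near 3 SD of compounds lacking own fluorescence, cut at about 54% in these data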;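 note: plate controls were DMSO wells for no effect and 5 µM unlabelled arrestin peptide for full effect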
#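 System: GST-tagged AP2 beta2-adaptin appendage (R879A) on 4 µm glutathione beads / Reagent: FITC-arrestin peptide, 50 nM / Detection: HyperCyt-sampled flow cytometry, FL1 channel, ex 488/em 535 nm / Timing: 12 min plus 1 h, RT / Buffer or medium: PBS plus Tween 20 (0.05%) and BSA (0.1%)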
# AddAB inh: growth inhibition of E. coli expressing H. pylori AddAB, primary screen, AddAB inhibitor project, absorbance. inhibition, % at 11.9 µM. 330,000 tested, 0.29% active. AID 435030, 2010; in the data active = inhibition above about 12%;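 note: 0% = vehicle wells of infected cells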
# Ecoli viability: E. coli V3065 growth inhibition, primary screen, counter-screen for AddAB inhibitor project, absorbance, OD600; 18 h; inhibition, % at 11.9 µM; 330,000 tested, 0.27% active; AID 449728, 2010;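 active = inhibition above the campaign's mean inhibition across all tested compounds plus 3 SD, cut at about 9.9% in these data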;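 note: uninfected addAB+ strain grown without phage in ampicillin broth; 0% = DMSO wells and 100% = ciprofloxacin 0.95 µg/ml wells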
# PfHsp90 set2: growth inhibition of PfHsp90-expressing yeast, primary screen, antimalarial PfHsp90 inhibitor project, S. cerevisiae, BacTiter-Glo luminescence, single point, set 2; BacTiter-Glo ATP, 48 h; yeast lacking PDR1 and PDR3 efflux regulators; inhibition, % at 9.4 µM; 310,000 tested, 0.32% active;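 active = every replicate shows inhibition above about 80%, whatever the replicate mean, limit read from the data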;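 note: 0% = DMSO neutral controls and 100% = 20 µM radicicol positive controls; yeast relying on Plasmodium falciparum Hsp90 in place of its own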
# Pemphigus Ab inh: inhibitors of pemphigus antibody binding to DSG3, primary screen, biochemical, bead-based, flow cytometry, scFv-GFP. 310,000 tested, 0.48% active. Desmoglein-3 (Homo sapiens), P32926. DSG3-coupled beads, scFv-anti-DSG3-GFP binding; hits give low values. AID 588358, 2011. binding (percent of control), % at 10 µM;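 active = binding more than 3 SD below its plate's average and above zero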;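 note: hits lower antibody fragment binding to DSG3; some compounds called inactive have numbers as strong as hits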
# Target sequence (P32926 whole entry, looked up, the tested form may be a part): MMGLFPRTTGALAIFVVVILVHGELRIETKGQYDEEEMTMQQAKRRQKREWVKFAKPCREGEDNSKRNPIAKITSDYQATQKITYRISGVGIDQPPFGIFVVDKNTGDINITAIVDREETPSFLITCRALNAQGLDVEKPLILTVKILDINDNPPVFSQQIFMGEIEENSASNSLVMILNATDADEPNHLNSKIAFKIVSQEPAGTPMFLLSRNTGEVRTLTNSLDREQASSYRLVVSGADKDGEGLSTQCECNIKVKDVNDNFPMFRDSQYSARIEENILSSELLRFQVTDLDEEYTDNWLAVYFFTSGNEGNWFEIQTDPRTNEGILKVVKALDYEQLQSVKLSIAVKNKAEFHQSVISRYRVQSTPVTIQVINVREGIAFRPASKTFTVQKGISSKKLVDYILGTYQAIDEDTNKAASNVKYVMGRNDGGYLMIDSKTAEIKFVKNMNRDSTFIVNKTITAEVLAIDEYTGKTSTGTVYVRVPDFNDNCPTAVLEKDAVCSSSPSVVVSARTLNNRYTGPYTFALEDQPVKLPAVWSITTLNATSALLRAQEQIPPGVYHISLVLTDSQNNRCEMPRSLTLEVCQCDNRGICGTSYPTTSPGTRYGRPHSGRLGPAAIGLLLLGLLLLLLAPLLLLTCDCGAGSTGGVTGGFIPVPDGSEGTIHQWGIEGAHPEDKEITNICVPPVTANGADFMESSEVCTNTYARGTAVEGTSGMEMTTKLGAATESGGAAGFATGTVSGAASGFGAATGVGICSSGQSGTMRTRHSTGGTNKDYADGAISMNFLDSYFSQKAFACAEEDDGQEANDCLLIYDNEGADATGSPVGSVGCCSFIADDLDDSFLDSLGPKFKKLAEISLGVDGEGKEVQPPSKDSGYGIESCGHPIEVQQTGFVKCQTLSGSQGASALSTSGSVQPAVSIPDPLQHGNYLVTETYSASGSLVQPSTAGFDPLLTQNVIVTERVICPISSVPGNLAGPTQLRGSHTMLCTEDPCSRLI
# An asterisk follows results filed as active; i = inactive; . = not tested or not shown. Rows were taken by chance, and some 2.8% of all compounds hit somewhere here.
SMILES,SUMO Mot1 rescue,phage Ecoli inh,MOR-DOR inv ag,Tat export inh,MOR-DOR ag,PKA-R1A act,Arrestin-AP2 inh,AddAB inh,Ecoli viability,PfHsp90 set2,Pemphigus Ab inh
CCOc1ccc(CCNS(=O)(=O)c2ccc3c(c2)NC(=O)CO3)cc1OCC,170.1,-0.4,-2.4,-6.5,0.4,-2.0,-8.3,5.4,0.1,8.5,105.9
CCc1ccc(-n2c(=S)sc3c(=O)n(-c4ccccc4OC)c(=S)[nH]c32)cc1,289.0,2.8,-1.9,4.4,0.4,-0.9,4.5,-3.0,-0.2,-11.5,96.1
CC[C@H](C)[C@H](NC(=O)c1ccccc1)C(=O)Nc1ccc(S(=O)(=O)Nc2cc(C)nc(C)n2)cc1,-4.8,3.2,13.4,-8.4,-2.5,-3.1,-33.0,1.9,4.6,-0.5,102.1
FC(F)Sc1ccc(Nc2ncnc3nc[nH]c23)cc1,1.0,2.8,4.5,2.3,-0.8,-6.3,2.2,2.4,2.9,-0.3,95.8
O=C(CCNS(=O)(=O)c1cccc(C(F)(F)F)c1)NCc1ccco1,2.5,2.4,15.3,-4.6,-3.7,-7.0,25.5,0.0,0.1,22.5,.
C/C(=N/NC(=O)c1cc(-c2ccc(Br)s2)[nH]n1)c1ccco1,-19.2,4.6,7.2,-5.3,-1.3,-3.0,-19.2,3.8,-0.2,10.3,106.6
O=C(c1ccc(CNS(=O)(=O)c2ccccc2)cc1)N1CCN(Cc2ccccc2)CC1,9.9,0.1,0.3,-4.2,-0.1,-0.6,-11.8,-0.1,-1.4,5.6,85.9
O=C(c1c[nH]c(=O)n(-c2ccccc2)c1=O)N1CCc2ccccc21,-18.9,1.9,-6.2,4.0,1.1,-1.5,1.7,3.3,1.3,.,108.9
Cc1ccc(NC(=O)CSc2ncnc3ccccc23)cc1S(=O)(=O)N1CCOCC1,22.4,0.6,3.6,2.5,-0.7,-8.6,-14.2,-0.8,-0.1,-9.9,93.3
Cc1cc(C)n(-c2cc(O)c(-n3nc(C)cc3C)cc2O)n1,230.0,4.2,3.5,0.7,-0.7,-2.9,2.1,3.5,-3.0,-17.2,107.2
Cn1cc(S(=O)(=O)NCc2cccs2)c(=O)n(C)c1=O,10.8,2.4,5.4,-14.3,-0.9,-13.3,-0.2,0.3,0.3,-4.4,103.7
COC(=O)c1cn(NC(=O)Cc2ccc(Cl)cc2)c(=O)c2ccccc12,-6.4,3.6,-1.1,-4.0,0.2,-7.7,1.0,1.4,1.2,2.1,96.0
CS(=O)(=O)c1ncc(Cl)c(C(=O)Nc2ccc(OC(F)F)cc2)n1,-9.7,.,34.5*,-6.8,-7.2,-5.5,3.6,1.0,-4.3,3.8,101.4
COc1ccc(/C=N/Nc2ncc(Br)cn2)c(OC)c1,-10.8,4.2,-23.1,-7.1,4.4,-4.0,-1.7,3.0,4.3,-65.7,66.2*
CCn1cc(CNC(=O)c2ccc(Cl)c([N+](=O)[O-])c2)c(C)n1,-14.2,5.3,9.6,8.2,-1.6,2.9,7.0,-1.0,-0.9,16.4,91.3
Cc1ccc(C)c2nc(Cl)c(C#N)cc12,1.7,2.3,7.2,-1.5,-1.3,3.9,12.1,3.4,1.3,-4.6,103.2
CCc1nnc(NC(=O)C2CCCN2S(=O)(=O)c2ccccc2)s1 (stereo unspecified),10.2,3.9,-1.4,-5.0,0.2,10.7,7.2,1.6,1.6,19.7,89.4
CC(C)C(OC(=O)CCC(=O)Nc1nccs1)C(=O)NC1CCCCC1 (stereo unspecified),-16.2,1.4,12.0,2.3,-2.3,3.6,15.9,1.9,-0.9,-3.7,99.7
COc1ccc(C(=O)NC(=S)Nc2ccccc2N2CCN(S(C)(=O)=O)CC2)cc1OC,-8.2,2.7,15.0,6.2,-2.8,8.7,-7.6,0.2,0.2,5.2,103.4
CC(=O)c1ccc(N(C(=O)CNC(=O)c2ccco2)C(C(=O)NCC2CCCO2)c2ccccc2)cc1 (stereo unspecified),111.6,5.6,23.8,0.8,-4.9,4.3,-13.8,-3.8,-2.2,11.2,103.6
Cc1cc(NC(=O)COC(=O)c2cccc(S(=O)(=O)N(C)C3CCCCC3)c2)no1,-8.3,-2.5,1.9,1.9,-0.4,-1.3,20.4,0.0,2.4,-13.3,95.9
CC(=O)Nc1ccc(NC(=O)CCCc2ccccc2)cc1,33.2,.,14.5,3.2,-2.8,-12.6,45.6,4.7,0.9,6.8,108.0
O=C1CN(C(=O)CSc2nnc(-c3ccccc3)n2Cc2ccc3c(c2)OCO3)c2ccccc2N1,-4.8,-0.2,7.2,-0.9,-1.2,-2.8,-0.6,-0.3,-1.1,-2.9,101.9
O=C(NC1CCSC1=O)c1ccccc1 (stereo unspecified),7.7,2.7,13.3,-8.6,-2.3,-9.4,-1.3,1.1,-0.1,.,.
CCC(=O)n1nc(-c2ccccc2)nc1SCC(=O)Nc1ccc(C)cc1,-6.4,4.0,10.1,2.0,-2.0,0.6,9.3,0.3,-1.0,4.7,101.1
COc1ccc2c(C)cc(N3CCCCCC3)nc2c1,-3.5,4.4,-51.2,-3.1,10.0,-2.8,-4.7,-0.2,-0.7,-33.6,107.2
Cc1ccc(CNC(=O)c2ccc(N3CCC4(CC3)CC(c3ccccc3)=NO4)c(NC(=O)c3ccc(Br)cc3)c2)cc1,i,2.8,16.8,-6.5,-3.1,11.7,0.6,2.4,0.7,7.8,97.7
Cc1cccc(-n2ccnc2SCC(=O)c2c(N)n(C3CC3)c(=O)[nH]c2=O)c1C,3.1,1.1,8.7,2.9,-2.0,-5.0,17.7,1.3,-0.7,.,95.4
CCOc1ccccc1NC(=O)NNC(=O)c1ccc2ccccc2c1,-9.5,0.9,-1.5,5.8,0.3,-6.9,1.1,3.5,4.8,3.0,99.4
COc1ccc(C(=O)COC(=O)Cn2[nH]c(=O)c3ccccc3c2=O)c(OC)c1,0.7,3.3,4.3,-7.4,-0.8,-0.2,2.4,1.8,0.3,10.3,114.9
Cc1cc(C)n(C(=O)c2ccc(NC(=O)C3CC3)cc2)n1,13.2,2.1,17.5,-6.9,-3.4,-5.9,4.7,2.7,-0.9,10.9,94.2
Cc1nc(NC(=O)COC(=O)/C=C/c2ccco2)c(Cl)cc1Cl,6.7,1.1,9.8,3.8,-2.6,4.2,3.3,3.2,1.2,-12.9,.
O=C(CN1CCOc2ccccc21)NC1CCN(Cc2ccccc2)CC1,94.3,1.4,8.2,0.9,-1.6,5.8,-1.6,3.6,3.1,-16.4,109.7
Cc1nc2ccccc2nc(C)c1=NO,32.4,3.1,7.2,-8.5,-1.1,-3.4,0.6,1.2,0.2,12.9,.
CC(N)(C(=O)O)c1cccc(OCc2cccc(Cl)c2)c1 (stereo unspecified),1.4,1.1,17.0,-0.3,-3.2,-10.0,38.3,1.6,0.8,-21.6,99.0
CCCS(=O)(=O)N1CCCC(C(=O)NCCN(CC)c2ccccc2)C1 (stereo unspecified),-3.6,1.6,12.5,-7.5,-2.6,-2.5,3.0,2.8,2.4,0.5,110.8
C=CCSc1nnc(NC(=O)COc2ccccc2)s1,-3.8,5.6,11.0,4.0,-2.4,-11.2,-16.8,3.1,2.5,-17.6,99.5
Nc1cccnc1Sc1ccc(Cl)cc1,-11.4,4.0,15.8,2.2,-3.5,-9.3,29.1,0.8,0.9,.,102.9
CCc1ccc(Nc2cnn(-c3nc4ccccc4s3)c(=O)c2Cl)cc1,-9.9,3.9,-43.4,7.4,7.2,2.4,-0.6,0.7,-0.4,-2.3,92.8
CCn1nc(C)c(/C=N\NC(=O)c2ccc3c(c2)OCO3)c1C,44.3,2.2,-5.2,4.3,0.9,4.6,3.2,-0.2,2.0,21.9,103.4
O=C1c2cccc(NCCNCCO)c2C(=O)c2cccc(NCCNCCO)c21,.,2.6,0.7,-37.0,-0.2,-4.3,22.4,.,.,-5.0,97.7
Cn1c(=O)[nH]c(=O)c2c1nc(N)n2Cc1ccccc1,2.0,2.0,0.7,-2.0,-0.1,5.5,-7.4,0.1,1.6,-8.8,101.8
Cn1cnc2nc[nH]c2c1=S,.,1.4,19.2,2.6,-3.7,-7.2,37.4,.,.,-0.2,132.9
COc1cc(NC(=O)CSc2ncnc3sc4c(c23)CCC(C)C4)c(C(=O)O)cc1OC (stereo unspecified),21.8,1.7,14.7,4.7,-2.8,-1.2,1.9,1.0,-0.6,-37.1,96.9
COC1OC2COC(c3ccccc3)OC2C(O)C1N (stereo unspecified),.,0.5,10.7,-2.3,-2.0,-8.8,-2.8,.,.,1.1,117.4
CC(C)CC1c2[nH]c3ccccc3c2CCN1C(=O)CCC(=O)N(C)C (stereo unspecified),-17.2,4.8,17.3,-0.2,-3.5,-0.4,15.4,-1.9,-2.0,3.7,104.7
CCSC1=C(C#N)C(c2ccccc2Cl)CC(=O)N1 (stereo unspecified),0.8,-0.4,-2.0,-1.7,0.5,3.2,-7.3,4.0,2.4,18.2,105.7
Cc1ccc(NC(=O)CN2CCc3cc4c(cc3C2C)OCCCO4)cc1 (stereo unspecified),5.0,0.3,7.9,-4.4,-1.6,8.7,26.4,1.9,2.1,9.8,102.9
COc1ccc(NC(=O)CSc2nnc(NC(=O)c3ccco3)s2)cc1OC,-13.1,-0.1,-0.5,-0.6,0.1,9.4,19.1,4.6,0.1,-17.0,109.7
CCc1nonc1NC(=O)c1oc2ccccc2c1C,-8.4,1.9,-0.9,-4.3,0.2,-2.5,-10.7,2.2,0.8,-6.7,.
O=C(CCCN1C(=O)c2cccc3cccc(c23)C1=O)NCc1cccnc1,15.6,4.4,8.3,4.4,-1.7,-4.6,6.5,0.2,1.6,.,111.7
CCOC(=O)c1c(N)sc2c(NC(C)=O)cccc12,16.6,2.6,4.3,-0.1,-0.8,5.2,2.6,-0.2,-1.3,7.5,100.8
